# PP1 counter – PP1-alpha phosphatase inhibitors, primary screen, counter-screen for PP5 inhibitor project, biochemical, fluorescence, OMFP substrate, single point; Serine/threonine-protein phosphatase PP1-alpha catalytic subunit (Homo sapiens), P62136; purified PP1alpha; inhibition, % at 6.7 µM; 0.9% of 320,000 active; AID 2235, 2010;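 active = inhibition above the mean inhibition of all tested compounds plus 3 SD, computed separately for each screening campaign, cut at about 15% in these data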
# Target sequence (P62136 whole entry, looked up): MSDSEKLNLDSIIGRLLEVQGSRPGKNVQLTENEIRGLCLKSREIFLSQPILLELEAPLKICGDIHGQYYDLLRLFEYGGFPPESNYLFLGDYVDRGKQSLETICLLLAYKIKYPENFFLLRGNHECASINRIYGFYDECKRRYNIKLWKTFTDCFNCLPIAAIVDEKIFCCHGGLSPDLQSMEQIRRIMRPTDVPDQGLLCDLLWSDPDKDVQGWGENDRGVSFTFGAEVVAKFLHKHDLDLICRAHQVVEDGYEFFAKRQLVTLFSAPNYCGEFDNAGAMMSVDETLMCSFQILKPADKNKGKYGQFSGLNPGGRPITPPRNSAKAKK
# GASC-1 inh – inhibitors of GASC-1 histone demethylase, primary screen, biochemical, fluorescence, DELFIA europium; GST-JMJD2C(1-420) H3K9me3 demethylation; inhibition, % at 2.35 µM; 0.069% of 330,000 active;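 active = more than half of a compound's replicate wells show inhibition beyond 50%, single wells judged on their own value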;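 note: signal counts dimethyl H3K9 product captured on neutravidin plate; 0% = median of DMSO wells and 100% = 0.3 times that DMSO median; strong numbers were not always called active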
# procasp3 activ – activators of human procaspase-3 D3A mutant, primary screen, biochemical, absorbance, PC-3 D3A mutant, single concentration | Caspase-3 (Homo sapiens), P42574 | recombinant procaspase-3 D3A, Ac-DEVD-pNA absorbance 405 nm | activation, % at 8.5 µM | 0.11% of 330,000 active | AID 463141, 2010;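 active = activation above the mean of all tested compounds plus 3 SD, cut at about 21% in these data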;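 note: 0% = DMSO alone and 100% = DMSO wells spiked with extra 5 µM PC-3 D3A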
# Target sequence (P42574 whole entry D9A/D28A/D175A): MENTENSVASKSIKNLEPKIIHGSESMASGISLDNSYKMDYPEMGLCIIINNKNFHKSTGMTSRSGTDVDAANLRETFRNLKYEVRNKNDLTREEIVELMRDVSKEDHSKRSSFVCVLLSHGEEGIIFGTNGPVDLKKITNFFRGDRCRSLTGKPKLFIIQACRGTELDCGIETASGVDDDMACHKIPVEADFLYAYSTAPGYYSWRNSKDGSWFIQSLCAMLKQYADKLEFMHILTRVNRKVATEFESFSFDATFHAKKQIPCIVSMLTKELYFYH
#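 Assay system – Procaspase-3 D3A mutant, all three cleavage aspartates alanine · Controls – DMSO-only low control, 5 µM PC-3 D3A high control · Schedule – 1 h compound preincubation, 2 h substrate hydrolysis at 25 °C · Signal – 405 nm absorbance of p-nitroaniline, reads at 0 and 120 min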
# Fh CTSL1 inh – Fasciola hepatica cathepsin L1 inhibitors, primary screen, counter-screen for PFM18AAP inhibitor project, biochemical, QFRET, fluorogenic peptide substrate; recombinant F. hepatica cathepsin L1, Z-Leu-Arg-MCA fluorescence; inhibition, % at 5.96 µM; 0.49% of 300,000 active; AID 1906, 2009;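 active = inhibition above the mean of all tested compounds plus 3 SD, set per screening campaign, cut at about 17% in these data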;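 note: 0% = plate median of test compound wells and 100% = 1 µM Z-Phe-Ala-diazomethylketone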
# TPT1 inh – Candida albicans TPT1 enzyme inhibitors, primary screen, biochemical, fluorescence polarization; 0.81% of 300,000 active; recombinant caTPT1, FP RNA substrate dephosphorylation; inhibition, % at 5 µM; tRNA 2'-phosphotransferase TPT1 (Candida albicans SC5314); AID 1962, 2009;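 active = inhibition above the mean of all tested compounds plus 3 SD, set per screening campaign, cut at about 24% in these data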;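 note: plate controls were DMSO alone for no effect and ferristatin control at 100 nM for full effect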
# PP5 inh – PP5 phosphatase inhibitors, primary screen, biochemical, fluorescence; purified PP5c, OMFP substrate fluorescence; inhibition, % at 6.7 µM; 0.18% of 320,000 active; Serine/threonine-protein phosphatase 5 (Homo sapiens), P53041;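 active = inhibition above the campaign's mean inhibition across all tested compounds plus 3 SD, cut at about 9.5% in these data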;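 note: 0% = DMSO only and 100% = 100 µM cantharidin control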
# HCV core dimer – inhibitors of HCV core protein dimerization, primary screen, biochemical, TR-FRET, high-throughput | 0.33% of 300,000 active | inhibition, % at 5 µM | AID 1899, 2009 | TR-FRET GST/Flag-core106 dimerization, 1536-well;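 active = inhibition above the mean of all tested compounds plus 3 SD, set per screening campaign, cut at about 45% in these data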
#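 Material: Tagged HCV core106 pair (GST and Flag) | Amount: GST-core106 13.5 nM, Flag-core106 17 nM | Medium: KF-containing HEPES buffer, pH 7.45, DTT, CHAPS, BSA | Reagent: Eu donor and XL665 acceptor anti-tag antibodies | Schedule: 4 h at 22.5 °C | Technique: Time-resolved FRET, ex 340 nm, em 617 and 671 nm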
# procasp7 counter – procaspase-7 activators, primary screen, counter-screen for procaspase-3 activator project, biochemical, absorbance, HTS, human; Caspase-7 (Homo sapiens), P55210; 0.093% of 330,000 active; activation, % at 8.5 µM; AID 463210, 2010; recombinant procaspase-7, Ac-DEVD-pNA absorbance 405 nm; D23A/D198A/D206A triple mutant, cannot self-cleave; scale: DMSO 0, 5 µM enzyme 100;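 active = percent activation above the screen-wide mean plus 3 SD, cut at about 25% in these data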
# Target sequence (P55210 whole entry D23A/D198A/D206A): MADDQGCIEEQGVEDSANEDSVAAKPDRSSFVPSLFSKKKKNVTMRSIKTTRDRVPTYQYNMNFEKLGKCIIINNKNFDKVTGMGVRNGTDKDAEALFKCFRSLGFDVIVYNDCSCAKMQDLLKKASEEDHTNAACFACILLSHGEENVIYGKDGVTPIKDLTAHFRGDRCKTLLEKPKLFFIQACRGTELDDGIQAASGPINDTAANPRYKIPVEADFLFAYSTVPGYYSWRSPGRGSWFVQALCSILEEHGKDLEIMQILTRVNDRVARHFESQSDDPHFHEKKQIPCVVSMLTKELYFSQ
#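 Assay system: Uncleavable procaspase-7 mutant enzyme; Input: 2 µM procaspase-7 mutant as dispensed; Also added: DEVD-pNA substrate; Medium: Zinc-free HEPES pH 7.4 with 300 mM NaCl, 0.01% Triton X-100; Timing: 1 h compound preincubation, 2 h substrate cleavage, 25 °C; Measured by: Epi-absorbance of released pNA at 405 nm, two timepoints.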
# Efflux pump inh – inhibitors of Candida efflux pumps in yeast, primary screen, S. cerevisiae, Nile Red, multiplex; S. cerevisiae Candida pump triplex; inhibition, % at 10 µM; 0.44% of 330,000 active;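 active = plate passing quality check with inhibition over a set limit, or well fluorescence over plate mean plus 4 SD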;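 note: Nile Red retained in pooled yeast measured as flow cytometry median fluorescence; 0% = buffer negative control and 100% = Enniatin B positive control; higher means more Nile Red kept so more efflux inhibition; some compounds called inactive have numbers as strong as hits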
# Numbers without * were called inactive; . = not tested or not shown.
Molecule	PP1 counter	GASC-1 inh	procasp3 activ	Fh CTSL1 inh	TPT1 inh	PP5 inh	HCV core dimer	procasp7 counter	Efflux pump inh
Cc1cccc(OCc2nnc(NC(=O)c3cccs3)s2)c1	7	-1	15	0	-5	1.9	6	3	-0.1
CCNC(=S)N(CCCO)Cc1cc2cc3c(cc2[nH]c1=O)OCCO3	-4	7	-3	-3	-1	1.3	-4	-7	0.0
CCC(=O)Nc1ccc2c(c1)nc(CN1CCN(C(C)=O)CC1)n2C	-5	3	4	0	-4	-2.5	-6	10	-0.1
Cc1ccc(S(=O)(=O)NCCC(=O)Oc2ccc3ccc(=O)oc3c2)cc1	1	35	-14	-20	3	-4.3	1	5	0.3
O=C(COc1ccc(Cl)cc1Cl)c1ccc[nH]1	-3	11	3	2	1	-1.1	7	4	0.0
CC1(c2ccccc2Cl)NC(=O)N(CC(=O)c2ccc3c(c2)OCO3)C1=O (configuration not stated)	-2	14	-2	2	0	-2.0	2	5	0.1
COCC(C)n1c(C)cc(C(=O)COC(=O)CNC(=O)c2ccccc2)c1C (configuration not stated)	1	9	0	-11	3	1.5	-1	-6	-0.1
C/C(=C\c1ccc2c(c1)OCO2)C1Nc2cccc3cccc(c23)N1	3	3	1	.	.	2.3	.	-2	-0.1
Cc1ccc(S(=O)(=O)N(C)C)cc1NC(=O)COC(=O)C1(c2ccccc2)CC1	1	2	-5	1	-2	0.7	7	7	0.0
O=C(Cc1c(Cl)cccc1Cl)NC1CC1	1	3	4	4	-1	-0.3	6	14	0.0
CCn1cc(/C=C/C(=O)Nc2ccn(Cc3c(F)c(F)c(F)c(F)c3F)n2)cn1	1	-27	-6	1	4	3.0	2	-5	0.2
Cc1csc(NC(=O)c2ccc(S(=O)(=O)N3CCCC3)cc2)n1	-4	0	0	5	0	-0.9	3	-2	0.1
O=S(=O)(NCc1ccccc1)c1ccccc1Br	2	4	1	-1	-1	3.0	3	7	0.0
COC(=O)c1nc2ccccn2c1F	-2	-11	4	-3	2	0.0	-2	5	0.1
C/C(=N\NC(=O)c1nnn(-c2nonc2N)c1CSc1ccc(C)cc1)c1ccco1	0	4	1	-1	-3	2.9	-4	2	0.0

# One compound at a time (already shown):
# Cc1ccc(S(=O)(=O)N(C)C)cc1NC(=O)COC(=O)C1(c2ccccc2)CC1 is listed as PP1 counter = 1; GASC-1 inh = 2; procasp3 activ = -5; Fh CTSL1 inh = 1; TPT1 inh = -2; PP5 inh = 0.7; HCV core dimer = 7; procasp7 counter = 7; Efflux pump inh = 0.0
# Cc1ccc(S(=O)(=O)NCCC(=O)Oc2ccc3ccc(=O)oc3c2)cc1 is listed as PP1 counter = 1; GASC-1 inh = 35; procasp3 activ = -14; Fh CTSL1 inh = -20; TPT1 inh = 3; PP5 inh = -4.3; HCV core dimer = 1; procasp7 counter = 5; Efflux pump inh = 0.3

# Given as labelled records: part of the list above
CCn1cc(/C=C/C(=O)Nc2ccn(Cc3c(F)c(F)c(F)c(F)c3F)n2)cn1
  PP1 counter: 1 | GASC-1 inh: -27 | procasp3 activ: -6 | Fh CTSL1 inh: 1 | TPT1 inh: 4 | PP5 inh: 3.0 | HCV core dimer: 2 | procasp7 counter: -5 | Efflux pump inh: 0.2
Cc1csc(NC(=O)c2ccc(S(=O)(=O)N3CCCC3)cc2)n1
  PP1 counter: -4 | GASC-1 inh: 0 | procasp3 activ: 0 | Fh CTSL1 inh: 5 | TPT1 inh: 0 | PP5 inh: -0.9 | HCV core dimer: 3 | procasp7 counter: -2 | Efflux pump inh: 0.1
O=S(=O)(NCc1ccccc1)c1ccccc1Br
  PP1 counter: 2 | GASC-1 inh: 4 | procasp3 activ: 1 | Fh CTSL1 inh: -1 | TPT1 inh: -1 | PP5 inh: 3.0 | HCV core dimer: 3 | procasp7 counter: 7 | Efflux pump inh: 0.0

# The list continues.
Molecule	PP1 counter	GASC-1 inh	procasp3 activ	Fh CTSL1 inh	TPT1 inh	PP5 inh	HCV core dimer	procasp7 counter	Efflux pump inh
Cc1cccc(OCC(=O)NNC(=O)Nc2cccc(Cl)c2)c1C	0	-37	1	-2	-6	0.8	4	10	-0.2
CCSc1cc(N2CCCC2)nc(-c2ccc(F)cc2)n1	-6	12	10	-1	0	-2.1	-4	9	-0.1
CC(C)c1ccc(N(CC(=O)NCc2ccc(F)cc2)C(=O)c2snc(C(N)=O)c2N)cc1	1	4	4	2	-2	0.3	6	-2	-0.3
CCOC(=O)c1c(C)cc(=O)oc1C	-2	9	3	-2	-4	-2.5	-3	1	0.0
Cc1ccnc(NC(=O)CCC(=O)N(CC(=O)NCC2CCCO2)Cc2ccc(F)cc2)c1 (configuration not stated)	4	-1	-3	-2	-7	3.6	-6	3	0.1
N#Cc1ccc(C(=O)OCC(=O)Nc2cccnc2Cl)cc1	-2	.	4	.	.	-1.9	.	1	0.1
CCOCCCNC(=S)NCCc1ccccc1	3	-5	1	0	0	-0.7	1	3	0.4
COc1cccc(C(=O)NC2CC3CCCC(C2)N3CC(=O)Nc2ccccc2)c1 (configuration not stated)	6	0	-2	0	1	4.6	8	6	0.1
c1cncc(-c2nnc3sc(-c4ccco4)nn23)c1	-3	0	2	-4	-3	-0.1	-4	6	0.1
NC(=O)c1cc(S(=O)(=O)NC2CCCCC2)co1	-4	1	6	-3	-1	1.9	0	10	0.0
CCc1nc(N)c(C#N)c(-c2ccco2)c1C	-2	-5	-4	-2	4	-0.1	-11	-12	0.8
CCN1CCN(c2c(Cl)cccc2NC(=O)c2ccc([N+](=O)[O-])cc2)CC1	-4	-14	-1	0	-2	-1.7	1	-1	0.2
CC(=O)c1cccc(Nc2c3c(nc4ccccc24)CCC3)c1	2	-2	-3	0	3	3.7	2	-14	0.3
CCCCOC(=O)/C(=C/C=C/c1ccccc1)NC(=O)c1ccccc1	3	-16	2	10	-1	1.4	7	1	-0.1
CC(C)(C)c1cc(C(=O)NCCCn2ccnc2)cc(C(C)(C)C)c1	2	-1	9	4	-4	3.5	-14	2	0.0

# (continued)
# Values run as follows: PP1 counter, GASC-1 inh, procasp3 activ, Fh CTSL1 inh, TPT1 inh, PP5 inh, HCV core dimer, procasp7 counter, Efflux pump inh
> Cc1nn(-c2ccccc2)c2nc(=O)n(-c3ccccc3)cc12
→ 0, -2, 8, 2, 0, -2.3, 0, 3, -0.2
> CS(=O)(=O)Nc1ccc(S(=O)(=O)Nc2nccs2)cc1
→ 0, -5, 0, 2, -3, 1.0, -3, 2, -0.1
> CC(/C=C/c1ccccc1)=N\NC(=O)CSc1ccccn1
→ -1, -7, 3, 0, -4, 1.6, -4, 16, -0.1
> O=C(CCN1CCN(Cc2ccccc2)CC1)NNC(=O)Cc1ccc(Cl)c(Cl)c1
→ 0, -3, 3, -1, -2, 2.2, -9, 5, 0.2
> Cc1ccc(C(=O)C(C)OC(=O)CCN=C2NS(=O)(=O)c3ccccc32)cc1 (configuration not stated)
→ 0, 7, -2, 1, -2, -1.3, -4, 3, -0.2
> C=CCOc1ccc(C2/C(=C(\O)c3ccc4c(c3)OCCO4)C(=O)C(=O)N2CCCN2CCOCC2)cc1 (configuration not stated)
→ 8, 4, -5, -1, 1, -0.4, 16, -41, 0.1
> O=C(NCc1cccc(F)c1F)C1CCC(=O)N(C2CC2)C1 (configuration not stated)
→ -4, 0, 2, -3, 2, -1.0, 6, 3, -0.1
> O=C(O)c1ccc(CSCc2ccccc2F)o1
→ -2, -3, 2, -2, 0, 0.5, -7, 6, -0.1
> CCOc1ccc(OCC(=O)OCc2cc(=O)n3cc(Br)ccc3n2)cc1
→ -2, 0, 4, ., ., 0.2, ., 3, 0.1
> O=C(c1ccc(CS(=O)c2ccccc2Cl)o1)N1CCOCC1 (configuration not stated)
→ 0, -3, 5, -2, 0, -0.5, 3, 12, 0.0
> O=[N+]([O-])c1ccc(S(=O)(=O)NCCc2ccncc2)cc1
→ 0, 3, 5, 4, 3, 1.1, -3, -1, 0.5
> O=C1OCC2=C1C(c1ccccc1)CC(=O)N2c1ccc(F)cc1 (configuration not stated)
→ -2, -6, 1, 2, -4, 2.4, -3, 4, 0.0
> CSc1nc(N(C)NC(=O)c2ccccc2)c2ccccc2n1
→ -2, 13, 3, -3, -2, 0.4, 0, 3, 0.1
> COC(=O)c1cnc2c(c1C(=O)OC)c(=O)n(C)c(=O)n2C
→ -6, -6, -1, 4, 3, 4.1, -5, -5, -0.4
> NS(=O)(=O)c1ccc(CCNC(=O)COC(=O)CCSc2ccc(Cl)cc2)cc1
→ -1, -15, 0, -29, 0, 1.1, -5, 6, 0.0
> Cc1ccc(S(=O)(=O)N2CCN(c3ccccc3)CC2)c(C)c1
→ 6, -23, -7, 2, -6, 6.2, 6, -10, 0.2
> N#Cc1cccc(NC(=O)C2CCCN(C(=O)c3ccc(Cl)cc3)C2)c1 (configuration not stated)
→ 4, ., 4, ., ., -0.5, ., 1, -0.3
> Cc1ccc(OCC(=O)Oc2ccc(C(C)C)cc2)cc1
→ -2, 1, 1, -6, 1, 2.0, 4, -4, -0.1
> Cc1ccc(S(=O)(=O)NCCCCC(NC(=O)OC(C)(C)C)C(=O)O)cc1 (configuration not stated) (tested in a mixture with another compound)
→ -3, -10, 0, 5, -3, 1.2, -7, 4, -0.1
> O=C(CN1C(=O)NC(c2ccccc2)(c2ccccc2)C1=O)NC1CCCC1
→ -3, 9, 7, ., ., 0.6, ., 9, -0.1
> Cc1cccc(NC(=O)C2COc3ccccc3O2)n1 (configuration not stated)
→ 4, 1, 10, -2, 0, -2.5, 0, 8, 0.0
> COc1ccc2[nH]c3c(=O)n(Cc4ccc(C(=O)NCC5CCCO5)cc4)c(=S)[nH]c3c2c1 (configuration not stated)
→ 5, -3, 4, -1, 0, -1.0, 17, 4, 0.0
> Oc1c(C=Nc2cccnc2)sc2ccccc12
→ 3, 12, -25, 0, 15, 0.0, -26, -19, 0.0
> COC(=O)C1CSc2[nH]c(=O)sc2C1c1ccc(O)c(OC)c1 (configuration not stated)
→ -4, 5, -5, -4, -3, -0.3, -5, -3, 0.0

# Source: PubChem (several laboratories)
